Bioassay records as filed in PubChem BioAssay.
Vif inh: inhibitors of HIV Vif. HEK293T cells, Vif self-association by quenched fluorescence, imaging, 24 h. inhibition, % at 7.49 µM. hit rate 0.35% among 340,000; in the data active means inhibition above about 50%, passing the limit was not always enough; further: some results filed as inactive read as strong as hits
NR2E3 ag-1: agonists of human NR2E3 nuclear receptor | Q9Y5X4 | hit rate 0.35% among 360,000 | CHO-S Gal4-NCOR/VP16-NR2E3 two-hybrid, luciferase | AID 602229 | inhibition of corepressor binding, % at 3.98 µM;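 active means inhibition above the mean of all tested compounds plus 3 SD, cut at about 70% in these data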;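 further: 0% = DMSO with NR2E3 transfected cells and 100% = cells lacking NR2E3 construct; higher means lower luciferase signal from less NR2E3 corepressor binding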
Target sequence (Q9Y5X4 whole entry, looked up, the tested form may be a part): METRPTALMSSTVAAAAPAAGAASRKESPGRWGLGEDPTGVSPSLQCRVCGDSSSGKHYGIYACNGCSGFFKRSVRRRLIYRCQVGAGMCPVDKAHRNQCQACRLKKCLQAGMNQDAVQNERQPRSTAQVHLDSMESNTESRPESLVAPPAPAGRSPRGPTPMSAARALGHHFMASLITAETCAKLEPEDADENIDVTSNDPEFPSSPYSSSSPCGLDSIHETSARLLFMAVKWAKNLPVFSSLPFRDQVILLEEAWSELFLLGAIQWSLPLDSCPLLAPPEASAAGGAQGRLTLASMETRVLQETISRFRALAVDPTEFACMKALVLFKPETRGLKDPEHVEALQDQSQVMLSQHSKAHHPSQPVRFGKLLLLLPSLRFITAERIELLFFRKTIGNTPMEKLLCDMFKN
PDI inh: blocks human protein disulfide isomerase activity | P07237 | PDI insulin aggregation turbidity, A650, 90 min | inhibition, % at 10 µM | hit rate 0.052% among 350,000 | AID 588391;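 active means mean inhibition across replicates of 30% or more, whatever share of single replicates reach that level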;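 further: absorbance from insulin aggregation driven by PDI reduction with DTT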
Target sequence (P07237 whole entry, looked up): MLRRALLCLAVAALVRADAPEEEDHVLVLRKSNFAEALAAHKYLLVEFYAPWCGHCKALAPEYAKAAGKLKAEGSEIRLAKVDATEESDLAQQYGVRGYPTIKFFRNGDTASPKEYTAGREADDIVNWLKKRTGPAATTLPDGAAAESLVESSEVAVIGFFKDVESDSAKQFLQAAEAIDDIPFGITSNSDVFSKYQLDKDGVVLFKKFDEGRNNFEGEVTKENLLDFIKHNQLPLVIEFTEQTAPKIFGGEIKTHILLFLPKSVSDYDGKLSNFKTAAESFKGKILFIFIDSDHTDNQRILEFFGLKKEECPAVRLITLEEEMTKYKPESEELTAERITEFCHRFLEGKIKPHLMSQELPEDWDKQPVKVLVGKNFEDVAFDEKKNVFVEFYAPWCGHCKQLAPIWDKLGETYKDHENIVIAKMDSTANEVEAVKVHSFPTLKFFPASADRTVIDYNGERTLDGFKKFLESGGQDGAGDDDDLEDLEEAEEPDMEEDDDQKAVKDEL
Granule exo inh: blocks lytic granule exocytosis; TALL-104 LAMP-1 surface exposure, flow cytometry; cells stimulated with thapsigargin and PMA; inhibition, % at 10 µM; hit rate 0.66% among 360,000; AID 651702;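 active means inhibition above about 55%, limit read from the data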
NR2E3 ag-2: activates human photoreceptor nuclear receptor NR2E3 | GST-NR2E3/biotin-RetCOR TR-FRET, 1536-well | hit rate 0.12% among 320,000 | AID 2300 | inhibition of corepressor binding, % at 4.78 µM;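 active means percent inhibition above the cutoff of mean plus 3 SD of all tested compounds, set per screening campaign, cut at about 20% in these data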;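 further: 0% = DMSO wells and 100% = biotin wells as full block of FRET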
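Assay system: NR2E3–RetCOR corepressor complex. Quantity: 1.35 nM GST-NR2E3. Buffer or medium: pH 7.5 Tris-based buffer. Reagent: biotinylated RetCOR corepressor at 7 nM final. Schedule: 5 h at 4 °C. Detection: TR-FRET, emission read at 617 and 671 nm. Replicates: one well per compound, singlicate testing.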
Peg3 prom inh: inhibitors of Peg3 promoter; inhibition, % at 20 µM; hit rate 1.7% among 360,000; HeLa PEG-Prom luciferase reporter, luminescence, overnight; AID 588405;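 active means inhibition of at least 50% at 20 µM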
iPSC survival up: increases survival of single human iPS cells | hit rate 0.044% among 360,000 | hiPSC single-cell survival, ATPlite luminescence; 100% = ROCK inhibitor wells, 0% = DMSO | survival enhancement, % at 20 µM; in the data active means survival enhancement above about 18%;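 further: cells exposed to compounds for 16 hours before the ATP read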
MITF TRPM1 inh: inhibitors of MITF-driven TRPM1 promoter in melanoma cells; AID 488899; inhibition, % at 12.5 µM; hit rate 0.83% among 330,000; SK-MEL-5 TRPM1 promoter luciferase, 24 h;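 active means mean inhibition across replicates of 60% or more, whatever share of single replicates reaches that level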; further: values of inactives mirror those of a sister screen read the other way
CaV13 FRET inh: Primary screen for inhibitors of IQ motif and Ca2+-dependent inactivation inhibitor domain binding in CACNA1D, Förster resonance energy transfer in living cells, …; hit rate 0.098% among 340,000; AID 743397; inhibition, % at 12.3 µM; HEK cells, CFP/YFP FRET ICDI-IQ, plate reader, 10 min; percent FRET-ratio fall versus neutral wells;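 active means mean replicate inhibition of at least 30% and at least 1% of replicates passing that level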;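 further: 0% = median of the neutral control wells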
aDG glyco act: increases alpha dystroglycan glycosylation; Pro5-aDG cells, alpha-DG glycosylation AlphaScreen (IIH6); 0% Pro5, 100% B10-LARGE cell signal; activation, % at 10 µM; hit rate 0.22% among 360,000;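 active means activation of at least 8% versus controls, or a plate z-score of at least 8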;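 further: Pro5 are CHO cells carrying HIG-tagged alpha-DG that lacks glycosylation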
HIF-2a block: HIF-2a inhibition; hit rate 0.72% among 360,000; 786-0 RCC cells HIF-2a reporter, luciferase luminescence, overnight; inhibition, % at 18.8 µM;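 active means inhibition of the luminescence signal of 40% or more relative to plate controls, in a single-dose primary screen at 18.75 µM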
Numbers without * were called inactive; . = not tested or not shown. Hits appear at their usual frequency; any-hit rate near 3.5%.

Each structure is followed by: Vif inh	NR2E3 ag-1	PDI inh	Granule exo inh	NR2E3 ag-2	Peg3 prom inh	iPSC survival up	MITF TRPM1 inh	CaV13 FRET inh	aDG glyco act	HIF-2a block
1: Cc1cc(C)cc(C(=O)NCCC(=O)N2CCC3(CC2)NCCc2[nH]cnc23)c1
    3	4	6	-14	0	-3	0.4	-3	-2	-0.1	-1
2: COc1ccc(Cn2c(=N)c(C(=O)NC3CCCCC3)cc3c(=O)n4ccccc4nc32)cc1
    12	-14	-8	-1	2	-18	-0.7	-10	-1	0.7	-19
3: Cc1ccc(N2C(=O)NC(NS(=O)(=O)c3ccccc3)(C(F)(F)F)C2=O)cc1 (stereo unspecified)
    12	0	-1	6	0	12	-0.2	2	-2	-0.1	10
4: O=C(c1ccc(NC(=O)C(c2ccccc2)c2ccccc2)cc1)c1ccc(C(=O)O)c(C(=O)O)c1
    3	-4	-7	7	3	3	0.2	4	8	0.1	28
5: Cc1ccc(Cl)cc1N1CCN(C(=O)Cc2cn(C)c3ccccc23)CC1
    -8	13	-2	34	2	25	-3.0	6	-4	0.3	19
6: CSc1nc(N)c(NC(=O)c2ccc(Br)o2)c(=O)[nH]1
    .	-8	1	-2	0	10	-0.4	3	-3	-0.2	15
7: O=C(CN(c1ccc(Cl)c(C(F)(F)F)c1)S(=O)(=O)c1ccccc1)N1CCOCC1
    -7	19	-1	0	5	9	6.1	-1	-5	0.0	11
8: Cc1ccc(S(=O)(=O)N2CCCCC2C(=O)N2CCN(Cc3ccccc3)CC2)cc1 (stereo unspecified)
    -15	-4	4	-6	-2	3	-2.5	5	-7	0.0	-6
9: O=C(c1cccc(Cl)c1)N1CCC(=O)N([C@H](COCc2ccccc2)Cc2ccccc2)CC1
    .	14	.	12	.	.	-0.8	.	-7	0.8	-5
10: COc1ccc(NC(=S)N(CCc2c(C)[nH]c3ccc(C)cc23)Cc2ccco2)cc1
    -8	15	15	-7	-1	4	0.2	.	-7	-0.1	15
11: CCC1=NN(C(=O)C(=O)Nc2ccccc2OC)C(O)(C(F)(F)F)C1 (stereo unspecified)
    11	-2	-2	4	2	0	0.5	2	-6	-0.2	7
12: O=C(O)C1OC(Oc2cc3oc(-c4ccccc4)cc(=O)c3c(O)c2O)C(O)C(O)C1O (stereo unspecified)
    -6	-212	-1	-4	4	-22	3.3	-10	2	-0.1	-20
13: Cn1nc(-c2ccc(Cl)cc2)c2cc(C(=O)N3CCOCC3)sc21
    -5	-1	10	-9	2	11	-3.4	14	5	0.0	21
14: COc1cccc(-n2nnc3c(=O)n(CC(=O)N4CCC(C)CC4)cnc32)c1
    .	-4	-8	0	1	11	1.0	4	-7	0.0	-1
15: CN(Cc1cn(Cc2cccc(C(F)(F)F)c2)nn1)C1CN(Cc2cn(Cc3cccc(C(F)(F)F)c3)nn2)S(=O)(=O)C1 (stereo unspecified)
    .	-2	.	0	.	.	0.6	.	-8	0.1	7
16: O=[N+]([O-])c1ccc2c(c1)nnn2-c1ccccc1
    -1	8	3	0	2	-8	0.0	-9	-3	0.0	-40
17: O=C1CSC(=S)N1CC1CCCO1 (stereo unspecified)
    -14	16	-4	-1	4	18	2.2	15	.	0.2	0
18: Cc1cccc(S(=O)(=O)NC(=O)C2(C)CCN2C(=O)Cc2cc(F)ccc2F)c1 (stereo unspecified)
    .	5	-1	3	.	-2	-0.4	.	-6	-0.2	5
19: COc1ccc(N=c2scc(-c3ccc(OC)cc3)n2CCO)cc1
    -39	-6	-13	0	2	-155	0.4	-26	-5	0.5	-145
20: CCCCN(C)CCn1c(=S)[nH]c2ccc(N3CCOCC3)cc2c1=O
    -5	1	-3	-5	2	23	1.0	-14	-6	2.0	0
21: CCCC(=O)N1c2ccccc2C(N(C(C)=O)c2ccccc2)CC1C (stereo unspecified)
    -4	11	-5	5	0	12	-2.6	3	-5	0.2	21
22: Cc1ccc(Sc2ccc(CO)cc2[N+](=O)[O-])cc1
    -1	-20	-9	-5	-4	-5	-0.5	-11	-5	0.1	7
23: CCO[C@H]1OC(C(=O)NCc2nc3ccccc3[nH]2)=C[C@@H](c2ccccc2)[C@@H]1CCCO
    4	20	0	9	2	19	0.6	0	-11	0.0	16
24: CC(C)COc1ccc(C(=O)OCC(=O)N(C)CC(=O)Nc2ccc(F)cc2)cc1
    -3	21	-2	2	0	14	-0.6	4	-2	-0.1	14
25: Cc1ccc(/C=N/NC(=O)CNC(=O)c2ccc(C)c([N+](=O)[O-])c2)o1
    6	-14	-4	-3	1	1	2.4	21	-6	0.2	6
26: COc1ccc2ccccc2c1CNC(C)c1ccccc1 (stereo unspecified)
    5	16	16	43	0	3	0.1	17	-6	-0.2	21
27: O=C(NCc1cccc(C(F)(F)F)c1)c1ccc2sc(COCCO)nc2c1
    10	8	-2	2	.	-52	-2.3	.	-7	0.1	-68
28: OC(CCN1CCCCC1)c1ccc(-c2ccccc2)cc1 (stereo unspecified)
    -18	-26	-3	21	-2	-75	-0.4	-51	-13	0.0	-76
29: CCOc1cc(N2CCOCC2)c(OCC)cc1NC(=O)c1cc(C)cc(C)c1
    -3	4	-7	2	-1	18	0.4	10	-6	-0.2	-15
30: CCn1c(CNc2ccc(F)cc2)nnc1SCC(=O)N1CCCc2ccccc21
    -2	6	3	-1	0	5	1.2	3	17	0.9	24
31: Cc1ccc(NC(=O)C2CCN(C(=O)NC3CCCCC3)CC2)c(C)c1
    -6	-18	5	-2	-2	18	2.8	-10	-6	0.2	22
32: Cc1cc(-c2ccccc2C(=O)Nc2ccccc2O)on1
    -9	0	10	-2	1	12	-0.6	-66	-5	-0.1	15
33: CC(=O)Nc1ccc(S(=O)(=O)Nc2cc(C)cn(Cc3ccc(C)cc3)c2=O)cc1
    -10	13	-7	4	4	20	0.2	.	-3	0.0	5
34: O=C(c1c(F)cccc1F)N1CCCC(c2nc(-c3ccc(Cl)cc3)no2)C1 (stereo unspecified)
    -2	-16	3	3	-3	-29	-0.3	10	-19	-0.1	-52
35: CCC(=O)OCC(=O)N=c1sccn1Cc1ccc(C)cc1
    5	16	-12	0	-1	-1	0.2	7	.	0.1	4
36: c1ccc(-c2nccc(-c3ccc4c(c3)OCO4)n2)cc1
    8	-82	-2	-15	0	-169	0.5	-22	3	0.4	-214
37: CCn1nc2cc(C(=O)NCc3cc(C(F)(F)F)cc(C(F)(F)F)c3)ccc2c1OC
    -5	-2	5	-1	2	-13	0.4	0	-4	0.3	-20
38: O=C(Nc1ccc(-c2ccco2)cc1)C1CCCN(Cc2ccc(CO)o2)C1 (stereo unspecified)
    -8	-5	-64	0	3	-9	-0.4	0	-9	-0.3	-31
39: Cc1cn([C@H]2C[C@H](O)[C@@H](CNCc3cc(Br)ccc3OCc3ccccc3)O2)c(=O)[nH]c1=O
    .	-3	1	-4	.	-23	0.8	.	-3	-0.2	-10
40: Cc1cc(C)cc(-n2nnc(C(=O)NCc3ccccc3)c2N)c1
    -8	-18	-13	0	-1	2	-3.3	-1	-4	0.2	-8

Grouped by structure: those above containing bromine (two)
Each structure is followed by: Vif inh	NR2E3 ag-1	PDI inh	Granule exo inh	NR2E3 ag-2	Peg3 prom inh	iPSC survival up	MITF TRPM1 inh	CaV13 FRET inh	aDG glyco act	HIF-2a block
6: CSc1nc(N)c(NC(=O)c2ccc(Br)o2)c(=O)[nH]1
    .	-8	1	-2	0	10	-0.4	3	-3	-0.2	15
39: Cc1cn([C@H]2C[C@H](O)[C@@H](CNCc3cc(Br)ccc3OCc3ccccc3)O2)c(=O)[nH]c1=O
    .	-3	1	-4	.	-23	0.8	.	-3	-0.2	-10

Next entries.
Each structure is followed by: Vif inh	NR2E3 ag-1	PDI inh	Granule exo inh	NR2E3 ag-2	Peg3 prom inh	iPSC survival up	MITF TRPM1 inh	CaV13 FRET inh	aDG glyco act	HIF-2a block
41: CCOC(=O)[C@]12CCC=C1N(Cc1cccc3ccccc13)C(=O)[C@H](CC(=O)NCCCOC)C2
    .	-6	.	-1	.	.	1.3	.	-5	0.1	3
42: CCNC(=O)C1(C)CCN1C(=O)CCc1cccc(Cl)c1 (stereo unspecified)
    6	-11	-8	-1	.	2	2.0	.	-6	0.0	2
43: O=c1c2cc(NC(=S)N3CCC(N4CCCCC4)CC3)ccc2nc2n1CCCCC2
    8	1	-8	0	-2	-18	-0.1	12	-2	-0.3	15
44: CCOC12CC(C)(C)CC(C)(CC3=C1C(=O)CC(C)(C)C3)C2 (stereo unspecified)
    -3	10	2	1	4	11	-1.1	7	-4	0.0	12
45: COc1ccc(CNC(=S)Nc2cccc(OC)c2)cc1
    -3	1	-2	25	0	-8	1.8	-6	-1	0.0	-27
46: O=C1C(=O)N(c2ccccn2)C(c2ccc(Br)cc2)/C1=C(/O)c1ccc(Br)cc1 (stereo unspecified)
    -14	4	-2	19	.	-22	-0.1	-40	-11	0.1	-206
47: O=C(O)c1cccc(-c2nnn(Cc3ccccc3)n2)c1
    -7	-166	7	1	1	-113	-2.3	-7	-4	-0.1	-27
48: COc1cc(C)c(S(=O)(=O)n2c([N+](=O)[O-])cnc2C)cc1C
    -1	16	-2	-4	0	-6	1.3	11	-18	0.0	20
49: Cc1c(Br)c([N+](=O)[O-])nn1C(C)C(=O)NCc1cccs1 (stereo unspecified)
    -14	-17	8	-2	-1	9	0.0	-6	-5	0.0	4
50: CCc1nnc(NC(=O)CSc2nnc(-c3cccnc3)n2CCc2ccccc2)s1
    11	-15	-5	3	4	-12	-1.8	-1	-4	0.0	7
51: C[N+]1(CN2C(=O)C3C4C=CC(C4)C3C2=O)CCCCC1 (stereo unspecified)
    -4	13	-3	6	2	2	-0.6	20	-3	0.0	18
52: O=C(Cc1cn(-c2ccccc2)nc1-c1ccccc1)N1CCCCC1
    16	-3	-1	-12	1	7	-0.5	-4	-4	0.0	9
